STEP inh – blocks human striatal-enriched tyrosine phosphatase | P54829 | recombinant STEP, OMFP fluorogenic substrate, fluorescence | inhibition, % at 20 µM | actives 0.25% (n = 360,000) | AID 588621;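 active = inhibition at 20 µM, scaled per plate between control wells, above about 37%, limit read from the data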;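 note: 0% = DMSO with enzyme and substrate and 100% = substrate only without enzyme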
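Assay system: isolated STEP enzyme / Timing: 20 min at room temperature, dark / Doses: 20 µM, 1% DMSO / Technique: fluorescence intensity, excitation 480 nm, emission 540 nm / Reagent: fluorogenic phosphatase substrate OMFP at 25 µM final / Measure: percent inhibition scaled to no-enzyme and uninhibited-enzyme controls, plate-pattern corrected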
Tb MetRS inh – Trypanosoma brucei MetRS inhibition; purified T. brucei MetRS, ATP depletion, Kinase-Glo luminescence; inhibition, % at 11.9 µM; actives 0.4% (n = 360,000);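 active = inhibition above a per-plate cutoff of the control wells' mean inhibition plus 3 SD, cut at about 5.5% in these data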;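 note: 0% = DMSO wells median and 100% = median of wells with control inhibitor compound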
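Dosing: 11.9 µM single point; system: parasite MetRS enzyme; technique: luminescence of leftover ATP; times: 15 min enzyme-compound preincubation, 2 h reaction, 10 min detection, 25 °C; replicates: each compound tested once; read-out basis: percent inhibition relative to median high and low control wells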
SUMO1 PPI mod – modulators of human SUMO1-mediated protein-protein interactions. inhibition, % at 20 µM. P63165. AID 602429. SUMO1 binding to a labelled peptide, TR-FRET, 1 h. actives 0.33% (n = 360,000); in the data active = inhibition above about 37%
Target sequence (P63165 whole entry, looked up): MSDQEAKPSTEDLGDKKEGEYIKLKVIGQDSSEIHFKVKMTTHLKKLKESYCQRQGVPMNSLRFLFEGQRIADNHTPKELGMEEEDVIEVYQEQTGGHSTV
MsrA inhibitor – bovine MsrA inhibition | purified bovine MsrA, absorbance read-out | AID 651718 | inhibition, % at 15.5 µM | actives 0.75% (n = 360,000); in the data active = inhibition above about 4.5%;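 note: 0% = vehicle wells with enzyme and 100% = reference inhibitor wells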
DNMT1 inh – blocks human DNA methyltransferase DNMT1. P26358. DNMT1 molecular beacon, Hinp1I cleavage, fluorescence. inhibition (reported as % activation of signal), % at 10 µM. actives 0.83% (n = 360,000). AID 588458; in the data active = inhibition above about 50%
LMPTP block – LMPTP (human) inhibition | recombinant LMPTP-A, OMFP fluorogenic substrate, fluorescence intensity | actives 0.22% (n = 360,000) | P24666 | inhibition, % at 20 µM;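 active = compounds that cut the enzyme signal by at least half of the control window in the single-dose screen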;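 note: plate controls were DMSO wells with enzyme plus substrate for no effect and substrate without enzyme for full effect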
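Material: LMPTP-A; amount: 0.625 nM enzyme; doses: single 20 µM dose; times: reaction 50 min, room temperature, dark; technique: fluorescence intensity of OMFP turnover product; benchmarks: no-enzyme and uninhibited controls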
Scp-1 inhibitor – blocks human Scp-1 phosphatase activity | Recombinant Scp1, phosphopeptide, malachite green phosphate absorbance | Q9GZU7 | actives 0.88% (n = 340,000) | inhibition, % at 20 µM;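 active = inhibition above about 50% at 20 µM, limit read from the data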;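 note: plate controls were DMSO wells with enzyme for no effect and wells lacking enzyme for full effect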
Target sequence (Q9GZU7 76-261 limits assumed): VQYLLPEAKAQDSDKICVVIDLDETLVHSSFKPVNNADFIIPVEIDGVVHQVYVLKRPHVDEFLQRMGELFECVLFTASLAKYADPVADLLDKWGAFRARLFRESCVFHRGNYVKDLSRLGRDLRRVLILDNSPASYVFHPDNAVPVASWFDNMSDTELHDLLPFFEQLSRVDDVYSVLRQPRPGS
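Test system: SCP-1 catalytic domain; Buffer or medium: Acidic Tris acetate buffer with magnesium and detergent; Also added: Phosphorylated 17-residue peptide substrate; Compound: single 20 µM dose, 1% DMSO; Schedule: enzyme reaction 45 min at room temperature, colour 5 min, stabilisation 30 min; Signal: Phosphate-binding colour reagent, absorbance read at 630 nm.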
bovine MsrA act – bovine methionine sulfoxide reductase A activation | activation, % at 10.6 µM | purified bovine MsrA, absorbance read-out | actives 0.3% (n = 360,000); in the data active = activation above about 7.5%;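 note: 0% = vehicle and 100% = reference activator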
E coli Lon inh – inhibits E. coli Lon protease. purified E. coli Lon protease, fluorescence polarization. inhibition, % at 7.94 µM. actives 0.42% (n = 360,000); in the data active = inhibition above about 13%, passing the limit was not always enough;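 note: 0% = enzyme with probe and DMSO and 100% = no enzyme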
Target sequence (P0A9M0 whole entry, looked up): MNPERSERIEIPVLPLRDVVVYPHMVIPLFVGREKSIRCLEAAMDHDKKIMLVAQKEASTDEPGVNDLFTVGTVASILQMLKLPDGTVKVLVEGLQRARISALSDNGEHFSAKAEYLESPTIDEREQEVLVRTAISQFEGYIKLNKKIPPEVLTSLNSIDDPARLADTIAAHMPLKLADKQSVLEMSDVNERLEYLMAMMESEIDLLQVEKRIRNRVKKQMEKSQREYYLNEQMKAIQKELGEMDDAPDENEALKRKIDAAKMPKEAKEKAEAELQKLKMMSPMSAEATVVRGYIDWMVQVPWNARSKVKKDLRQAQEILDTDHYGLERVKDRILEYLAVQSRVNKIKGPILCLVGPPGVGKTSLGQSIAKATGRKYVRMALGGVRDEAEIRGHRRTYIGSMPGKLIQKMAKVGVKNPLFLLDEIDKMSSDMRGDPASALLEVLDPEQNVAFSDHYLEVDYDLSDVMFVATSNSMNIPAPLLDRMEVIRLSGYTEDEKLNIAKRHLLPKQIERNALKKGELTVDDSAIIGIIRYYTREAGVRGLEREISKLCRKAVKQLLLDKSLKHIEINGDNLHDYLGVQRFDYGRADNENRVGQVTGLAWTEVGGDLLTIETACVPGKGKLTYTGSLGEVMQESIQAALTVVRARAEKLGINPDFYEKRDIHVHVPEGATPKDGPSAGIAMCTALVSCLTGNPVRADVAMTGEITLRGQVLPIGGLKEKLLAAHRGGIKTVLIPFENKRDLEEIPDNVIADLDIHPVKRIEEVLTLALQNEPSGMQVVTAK
CendR NRP1 mod – modulators of CendR peptide binding to human neuropilin-1; FAM-RPARPAR peptide binding to NRP-1, fluorescence polarization; O14786; actives 0.85% (n = 360,000); inhibition, % at 25 µM;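 active = inhibition or corrected inhibition above about 18%, plus a signal ratio from 0.5 to 1.5, limit read from the data, passing the limit was not always enough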; note: strong numbers were not always called active
Numbers without * were called inactive; nt = not tested or not shown. Hits appear at their usual frequency; 4.3% or so of the library scored in one or more.

1) CC1(C)Cc2c(C#N)c(NC3CCCCC3)nc(-c3ccco3)c2CO1
2) CCCCCCN1C[C@H](n2cc(-c3ccc(F)cc3)nn2)[C@@H](O)C[C@@H]1c1ccc(C)cc1
3) COc1cccc(-c2csc(N3CCN(C(=O)NC45CC6CC(CC(C6)C4)C5)CC3)n2)c1
4) CCC(=O)NC(=S)Nc1cccc(C(C)=O)c1
5) CN(Cc1ccccc1)C(=O)CN1C(=O)NC(C)(c2ccc(Cl)cc2)C1=O (stereo not drawn)
6) Nc1ccc(S(=O)(=O)NC2(C(F)(F)F)NC(=O)N(Cc3ccccc3)C2=O)cc1 (stereo not drawn)
7) Cc1c(N(C(=O)c2cnccn2)C2(C(=O)NC3CCCC3)CCCCC2)c(=O)n(-c2ccccc2)n1C
8) c1cncc(-c2cn(C[C@H]3CC[C@@H]([C@@H]4CC[C@H](Cn5cc(-c6cccnc6)nn5)O4)O3)nn2)c1
9) COc1ccc(NC(=O)C2CCCN(S(=O)(=O)c3ccc4c(c3)CCCN4C(C)=O)C2)cc1Cl (stereo not drawn)
10) CCOC(=O)c1cnn(-c2ccccc2)c1NC(=O)c1ccc(C)cc1
Screen / compound no.	1	2	3	4	5	6	7	8	9	10
STEP inh	-3	0	8	0	2	1	-1	-2	-2	-1
Tb MetRS inh	-0.4	0.9	-0.3	-1.4	-0.6	-0.4	-1.0	-0.3	0.7	-0.9
SUMO1 PPI mod	3	0	0	-4	-1	3	-6	9	10	-1
MsrA inhibitor	nt	0.5	0.7	-0.8	-0.5	-0.2	0.9	1.8	-0.4	0.7
DNMT1 inh	-12	-9	-3	1	3	6	-1	5	-6	-1
LMPTP block	-0.4	1.9	8.6	-1.6	-0.3	-0.4	0.3	-0.1	1.5	-1.2
Scp-1 inhibitor	nt	nt	13	-2	-10	-1	-11	-11	-11	-4
bovine MsrA act	-3	-3	-1	-2	1	-1	-5	1	0	-6
E coli Lon inh	-6	-6	1	0	3	2	7	-1	8	5
CendR NRP1 mod	-46	-14	-43	1	9	-1	0	8	14	-9

Record cards (already shown):
`CCCCCCN1C[C@H](n2cc(-c3ccc(F)cc3)nn2)[C@@H](O)C[C@@H]1c1ccc(C)cc1` is listed as STEP inh = 0; Tb MetRS inh = 0.9; SUMO1 PPI mod = 0; MsrA inhibitor = 0.5; DNMT1 inh = -9; LMPTP block = 1.9; Scp-1 inhibitor = nt; bovine MsrA act = -3; E coli Lon inh = -6; CendR NRP1 mod = -14
`CCC(=O)NC(=S)Nc1cccc(C(C)=O)c1` is listed as STEP inh = 0; Tb MetRS inh = -1.4; SUMO1 PPI mod = -4; MsrA inhibitor = -0.8; DNMT1 inh = 1; LMPTP block = -1.6; Scp-1 inhibitor = -2; bovine MsrA act = -2; E coli Lon inh = 0; CendR NRP1 mod = 1

Random excerpt: 3 records from the list
8) c1cncc(-c2cn(C[C@H]3CC[C@@H]([C@@H]4CC[C@H](Cn5cc(-c6cccnc6)nn5)O4)O3)nn2)c1
10) CCOC(=O)c1cnn(-c2ccccc2)c1NC(=O)c1ccc(C)cc1
2) CCCCCCN1C[C@H](n2cc(-c3ccc(F)cc3)nn2)[C@@H](O)C[C@@H]1c1ccc(C)cc1
Screen / compound no.	8	10	2
STEP inh	-2	-1	0
Tb MetRS inh	-0.3	-0.9	0.9
SUMO1 PPI mod	9	-1	0
MsrA inhibitor	1.8	0.7	0.5
DNMT1 inh	5	-1	-9
LMPTP block	-0.1	-1.2	1.9
Scp-1 inhibitor	-11	-4	nt
bovine MsrA act	1	-6	-3
E coli Lon inh	-1	5	-6
CendR NRP1 mod	8	-9	-14

Next results
11) COC(=O)c1cn(C(=O)c2cc(Cl)ccc2Cl)c2ccccc12
12) COc1ccc(CN(C)C(=O)c2ccc(NS(=O)(=O)c3ccccc3)cc2)c(OC)c1
13) CC(Oc1ccc(Cl)cc1Cl)C(=O)Nc1ccncc1 (stereo not drawn)
14) CCOC(=O)N/N=C(C)/C=C/c1ccco1
15) COc1ccc(C(=O)OCC(=O)N2C(C)CCCC2C)cc1[N+](=O)[O-] (stereo not drawn)
16) COc1ccc([C@H]2C[C@@H](O)[C@H](n3cc(-c4ccc(F)cc4)nn3)CN2CC2CCCCC2)cc1
17) COCc1ccc(CN2CCCC(CO)(Cc3cccc(Cl)c3)C2)o1 (stereo not drawn)
18) CCN(CC)C(=O)C1=C(C)N(Cc2ccccc2)C(=O)C(CC(=O)NCCN2CCOCC2)C1 (stereo not drawn)
19) O=C1NCCC/C1=N\Nc1ccc(Br)cc1
20) CCN(CC)S(=O)(=O)c1ccc(/C=C/C(=O)OCC(=O)Nc2ccc(S(N)(=O)=O)cc2)cc1
Screen / compound no.	11	12	13	14	15	16	17	18	19	20
STEP inh	4	3	1	0	-5	-2	-3	3	-1	5
Tb MetRS inh	-1.6	-0.4	-0.1	0.2	0.1	0.4	-0.3	0.3	-0.4	0.1
SUMO1 PPI mod	-3	4	0	-8	-27	0	5	7	-10	-6
MsrA inhibitor	-0.1	-1.3	-0.9	2.4	0.6	0.3	-0.5	2.4	3.0	0.7
DNMT1 inh	2	-7	15	4	0	-9	2	7	-3	10
LMPTP block	-1.4	0.8	-0.8	0.1	0.3	1.3	-1.2	-0.2	-0.4	2.4
Scp-1 inhibitor	-5	-7	-9	1	-9	nt	-7	nt	-7	-5
bovine MsrA act	-10	-1	-10	1	0	1	-3	-4	-10	-3
E coli Lon inh	1	-17	-7	0	7	3	-9	-9	0	-7
CendR NRP1 mod	6	-2	-4	-2	-5	7	-2	4	-4	-33

21) COc1ccc(/C=N/NC(=O)c2ccccc2OC)cc1COc1ccccc1[N+](=O)[O-]
22) COc1ccc(CCN(CC(=O)NC(C)(C)C)C(=O)Cn2nnc(-c3ccc(C)o3)n2)cc1OC
23) COc1cccc(-c2nc(CS(=O)(=O)CC(=O)NCC(C)c3ccccc3)c(C)o2)c1 (stereo not drawn)
24) Cn1c(SCC(=O)NCC2CCCO2)nnc1-c1ccco1 (stereo not drawn)
25) Cc1ccc(S(=O)(=O)c2ccc(Oc3cccc(C)c3)cc2)cc1
26) CC(C)c1nc(SCC(=O)Nc2ccc3c(c2)OCCO3)n[nH]1
27) O=C(c1ccc2c3c(cccc13)CC2)C1CCCN(Cc2cccnc2)C1 (stereo not drawn)
28) COc1cc(/C=C/C(=O)O)cc(S(=O)(=O)Nc2ccc(F)cc2)c1OC
29) CCOC(=O)C1=C(O)/C(=C/c2cn(CC(=O)N3CCCC3)c3ccccc23)SC1=Nc1ccccc1
30) COc1cccc(CNc2ccc(S(=O)(=O)Nc3nccs3)cc2)c1O
Screen / compound no.	21	22	23	24	25	26	27	28	29	30
STEP inh	7	-2	0	1	4	2	0	-1	-7	2
Tb MetRS inh	0.0	0.2	-0.3	0.2	0.2	-1.3	-0.2	1.0	-0.2	0.3
SUMO1 PPI mod	25	2	-1	-2	-5	0	-13	-2	-3	38*
MsrA inhibitor	1.6	0.8	-0.7	1.0	-1.4	-0.5	3.0	-0.1	nt	-1.0
DNMT1 inh	19	8	0	1	-3	1	-4	-5	0	-1
LMPTP block	8.3	-0.2	-0.4	-0.6	2.2	0.7	2.3	0.1	0.2	-0.3
Scp-1 inhibitor	3	-5	-5	-8	-22	-2	-3	-5	13	-5
bovine MsrA act	-7	-1	0	-4	-4	-8	-2	-3	-4	-4
E coli Lon inh	-1	-1	0	2	-2	12	-11	-6	-14	-1
CendR NRP1 mod	-1	8	4	10	4	-7	-6	-2	-8	-11

Of the compounds above, two have a nitro group on carbon:
15) COc1ccc(C(=O)OCC(=O)N2C(C)CCCC2C)cc1[N+](=O)[O-] (stereo not drawn)
21) COc1ccc(/C=N/NC(=O)c2ccccc2OC)cc1COc1ccccc1[N+](=O)[O-]
Screen / compound no.	15	21
STEP inh	-5	7
Tb MetRS inh	0.1	0.0
SUMO1 PPI mod	-27	25
MsrA inhibitor	0.6	1.6
DNMT1 inh	0	19
LMPTP block	0.3	8.3
Scp-1 inhibitor	-9	3
bovine MsrA act	0	-7
E coli Lon inh	7	-1
CendR NRP1 mod	-5	-1

(listing goes on)
31) CN(c1ccccc1)S(=O)(=O)c1cccc(NC(=O)CSc2nncs2)c1
32) CC(C)CN(CC(C)C)S(=O)(=O)N1CCC(C(=O)NCc2cccnc2)CC1
33) COCCCN(C(=O)Nc1ccc(C)c(C)c1)C(C)c1ccccn1 (stereo not drawn)
34) Cc1cccc(C(C)C)c1NC(=O)COC(=O)c1cc2ccccc2oc1=O
35) NNC(=O)c1cc(-c2ccccc2)sc1N
36) C=CCn1c(SCC(=O)c2ccc(O)c(O)c2)nnc1-c1ccccc1OC
37) CN(CCc1ccccn1)C(=O)CCC1CCCN(C(=O)CCOc2ccccc2)C1 (stereo not drawn)
38) COc1ccc(C(=O)OCC#CCSc2nnc(-c3cccc4ccccc34)o2)cc1
39) COc1ccc(OC)c(-c2nc3ccccc3nc2-c2ccccc2)c1
40) O=C(c1ccccc1)n1c2ccccc2c(=O)n1-c1ccccc1CCl
Screen / compound no.	31	32	33	34	35	36	37	38	39	40
STEP inh	-2	-2	0	-1	-1	-2	0	7	-1	1
Tb MetRS inh	-0.1	-0.1	-0.6	-0.4	0.8	0.1	-1.1	0.1	-0.7	-0.2
SUMO1 PPI mod	2	0	2	-31	-14	-3	-1	7	-11	3
MsrA inhibitor	0.8	1.1	-0.4	2.6	1.6	2.1	0.3	0.3	0.3	nt
DNMT1 inh	-9	-3	-1	3	-22	5	3	3	-2	5
LMPTP block	-0.6	-0.6	-0.3	0.0	-0.7	6.4	0.8	5.1	2.2	-0.7
Scp-1 inhibitor	-14	-11	-13	-7	-3	1	3	-12	58*	nt
bovine MsrA act	-2	-2	-1	-6	-3	-6	-10	1	-3	-2
E coli Lon inh	1	3	1	9	3	7	-1	-8	9	-4
CendR NRP1 mod	-2	8	-7	9	-7	-76	3	24	-3	1

41) COc1ccc(C(=O)NCCc2nnc3ccc(SCC(=O)NCCc4ccc(OC)c(OC)c4)nn23)cc1
42) Cc1ccccc1C1=C/C(=C(\SS/C(C(=O)c2ccc(OCC(=O)O)c(Cl)c2Cl)=C2\C=C(c3ccccc3C)SS2)C(=O)c2ccc(OCC(=O)O)c(Cl)c2Cl)SS1
43) Cn1c(CNC(=O)c2ccccc2)nnc1SCC(=O)Nc1nccs1
44) CC(C#N)(CCc1ccccn1)CCc1ccccn1
45) COc1ccccc1NC(=O)CSc1nc(SC)ns1
Screen / compound no.	41	42	43	44	45
STEP inh	-2	15	0	-1	1
Tb MetRS inh	-0.5	-0.3	0.1	-0.2	0.5
SUMO1 PPI mod	3	116*	3	-2	4
MsrA inhibitor	-0.1	1.0	-0.6	0.6	-0.5
DNMT1 inh	1	47	1	4	0
LMPTP block	-3.4	73*	-1.9	1.1	0.0
Scp-1 inhibitor	4	10	-11	-4	-5
bovine MsrA act	-9	3	-1	-1	-3
E coli Lon inh	-11	-8	-5	-13	-6
CendR NRP1 mod	-2	13	-9	14	-5
